# CAL PDZ FP-1 = inhibitors of human CAL PDZ peptide binding. purified CAL PDZ, TMR-peptide fluorescence polarization, 1 h. 300,000 tested, 0.92% active. Q9HD26. inhibition, % at 24.9 µM. AID 602252;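 active means mean inhibition of at least 30% with at least half of replicates also reaching 30%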;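 further: 0% = DMSO neutral control and 100% = excess unlabeled competitor peptide PRC23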
# RTF Ca sens inh = cardiac RTF calcium desensitization; inhibition, % at 7.15 µM; IANBD-labeled cardiac RTF, Ca2+ fluorescence; P19429+P45379; AID 493244; 340,000 tested, 0.12% active;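 active means inhibition above the mean inhibition of all tested compounds plus 3 SD, cut at about 17% in these data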;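 further: assay run at fixed EC70 calcium of 1.6 mM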
# V-ATPase pH = alters yeast V-ATPase proton transport. S. cerevisiae, pHLuorin cytosolic pH fluorescence. response, % at 10 µM. 350,000 tested, 0.37% active; in the data active means response mostly above about 7.3%, no sharp cut-off; inactive means mostly below about 5.4%; further: actives read high; inactives centre near 0; some compounds called inactive have numbers as strong as hits
# Arrestin-AP2 inh = inhibitors of human beta-arrestin and AP2 interaction; 340,000 tested, 0.31% active; FITC-arrestin peptide / GST-AP2 beads, flow cytometry; AP2 beta2 appendage carries R879A mutation; inhibition, % at 10 µM;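 active means inhibition above a set limit, near 3 SD of compounds lacking own fluorescence, cut at about 54% in these data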;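 further: plate controls were DMSO wells for no effect and 5 µM unlabelled arrestin peptide for full effect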
#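 test system = AP2 appendage R879A on GSH beads | buffer or medium = PBS plus Tween 20 (0.05%) and BSA (0.1%) | incubation = 12 min plus 1 h, RT | detection = bead flow cytometry, FITC channel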
# CAL PDZ FP-2 = inhibitors of human CAL PDZ peptide binding | purified CAL PDZ, TMR-peptide fluorescence polarization, 1 h | inhibition, % at 20 µM | 330,000 tested, 0.02% active | AID 504414;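 active means highest replicate inhibition of at least 40%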;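 further: plate controls were DMSO neutral control wells for no effect and unlabeled competitor peptide control wells for full effect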
#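 Test system: tagged CAL PDZ domain / Buffer or medium: sodium phosphate/NaCl buffer pH 7.4 with TCEP, IgG, Thesit / Reagent: TMR-labelled reporter peptide T*-PRC34 bound in PDZ groove / Compound dosing: single point, 20 µM / Schedule: 1 h incubation at room temperature before polarization reading / Technique: fluorescence polarization (mP) / Benchmarks: unlabelled peptide, DMSO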
# Keap1 Nrf2 FP = Keap1-Nrf2 (human) interaction inhibition | Keap1 Kelch-Nrf2 peptide fluorescence polarization, 1536-well | inhibition, % at 9.4 µM | AID 504523 | 340,000 tested, 0.15% active; in the data active means inhibition above about 12%;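 further: human Keap1 Kelch domain with fluorescein labeled Nrf2 9mer peptide probe; 0% = neutral control wells and 100% = peptide positive control; higher means more block of Keap1 binding to Nrf2 peptide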
# NSD2 HMT inh = inhibitors of human histone methyltransferase NSD2; 310,000 tested, 0.54% active; NSD2 peptide methylation, AlphaScreen, 120 min; inhibition, % at 12.5 µM; O96028; in the data active means inhibition above about 50%
# C-LANA FP = inhibitors of KSHV LANA C-terminal domain DNA binding. MBP-C-LANA/FAM-LBS DNA binding, fluorescence polarization. inhibition, % at 9 µM. 340,000 tested, 0.078% active. AID 504423;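 active means highest replicate inhibition at or above 60% at 9 µM, even if other replicates fall short; inactive means all replicates below 60% inhibition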;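 further: 0% = neutral control wells and 100% = 4 µM acridine orange control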
# Pemphigus Ab inh = inhibitors of pemphigus antibody binding to human desmoglein-3 | P32926 | DSG3-coupled beads, scFv-anti-DSG3-GFP binding, flow cytometry; active compounds read low | binding (percent of control), % at 10 µM | 310,000 tested, 0.48% active;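 active means binding more than 3 SD below its plate's average and above zero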;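 further: hits lower antibody fragment binding to DSG3; some compounds called inactive have numbers as strong as hits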
# DAGLB inh = blocks human DAGLB lipase activity. HEK293T DAGLB membrane lysate, EnzChek fluorogenic substrate. inhibition, % at 5.17 µM. 340,000 tested, 0.059% active. AID 504411; in the data active means inhibition above about 34%;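 further: 0% = enzyme with vehicle and 100% = wells lacking enzyme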
# Target sequence (Q8NCG7 whole entry, looked up): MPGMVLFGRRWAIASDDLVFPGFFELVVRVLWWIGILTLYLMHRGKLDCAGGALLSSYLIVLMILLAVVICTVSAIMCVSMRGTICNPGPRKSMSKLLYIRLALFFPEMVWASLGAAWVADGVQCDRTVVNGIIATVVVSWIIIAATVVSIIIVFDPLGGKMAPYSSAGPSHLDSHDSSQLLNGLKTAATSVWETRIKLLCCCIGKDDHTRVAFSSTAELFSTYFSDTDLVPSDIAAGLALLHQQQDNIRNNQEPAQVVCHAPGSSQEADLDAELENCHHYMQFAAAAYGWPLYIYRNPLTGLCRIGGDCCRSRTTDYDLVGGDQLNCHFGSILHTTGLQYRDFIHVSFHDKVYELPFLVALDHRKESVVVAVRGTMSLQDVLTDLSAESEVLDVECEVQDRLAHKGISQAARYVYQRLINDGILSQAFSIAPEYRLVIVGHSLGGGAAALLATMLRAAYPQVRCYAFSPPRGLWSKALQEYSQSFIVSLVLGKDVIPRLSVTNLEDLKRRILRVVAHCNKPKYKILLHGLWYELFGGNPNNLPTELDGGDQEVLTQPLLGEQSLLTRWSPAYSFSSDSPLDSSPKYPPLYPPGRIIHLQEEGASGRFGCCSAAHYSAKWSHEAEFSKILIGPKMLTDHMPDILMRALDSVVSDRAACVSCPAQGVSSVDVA
# * marks the source's active call; other numbers are inactive results; . = no result given.
Molecule	CAL PDZ FP-1	RTF Ca sens inh	V-ATPase pH	Arrestin-AP2 inh	CAL PDZ FP-2	Keap1 Nrf2 FP	NSD2 HMT inh	C-LANA FP	Pemphigus Ab inh	DAGLB inh
Cc1ccccc1OCC(=O)N/N=C/c1ccc2c(c1)OCCO2	-6	-4	-1	15	-1.8	0	0	-0.5	115	-3
Cn1cc(CN2CCC(C(=O)N3CCCCC3)CC2)c(-c2ccccc2F)n1	-1	1	-1	1	-2.0	-1	-2	-1.2	32*	0
COc1ccc(/C=N/NC(=O)CCc2c(C)n[nH]c2C)cc1OC	.	0	1	-4	-1.6	-2	-2	0.5	.	-1
CCCCCOc1ccc(NC(=O)CSc2cccc3cccnc23)cc1	-5	-11	-1	107*	-0.3	-1	-2	1.0	104	-10
O=C(Nc1ccc(F)cc1)C1CCN(S(=O)(=O)c2cccc3nonc23)CC1	-1	-4	-1	-5	-1.8	-3	6	-1.9	101	-1
O=C(O)C1CCCN(S(=O)(=O)c2ccccc2)C1 (centres undefined)	-4	-5	1	11	-0.5	1	-4	-1.2	111	-1
Cc1nc(CSc2nnc(N)s2)cs1	-3	-4	6	29	-1.7	5	-3	-0.4	120	2
Cc1ccc2c(CN(C)Cc3ccccc3)cc(=O)oc2c1C	-2	-3	3	-2	-2.5	-2	13	0.5	64*	-16
Nc1nonc1-n1nnc(C(=O)N/N=C/c2cccc(Cl)c2)c1-c1ccc2c(c1)OCO2	3	2	6	1	-1.2	-5	-3	-0.7	103	1
Cc1ccnc(NC(=O)c2ccoc2C)c1	-4	4	1	-3	-0.2	1	2	1.9	84	-1
CC(=O)CCn1c(=O)n(CCC(C)=O)c(=O)n(CCC(C)=O)c1=O	-1	-2	0	-8	-1.7	-2	-1	1.9	102	0
Cc1nc(NC(=O)c2oc3ccccc3c2C)sc1C(=O)N(C)C	-3	-2	-1	-2	-1.5	3	3	4.4	102	1
COc1ccc(/C=N/NS(=O)(=O)c2ccccc2)cc1OC	-2	-13	0	-1	0.5	1	13	1.3	96	1
CC(=O)c1sc(NCc2ccccc2)nc1C	-4	-7	1	21	-4.5	0	0	0.6	96	-1
COc1cc(OC)nc(NC(=O)CN2CCN(c3ccc(F)cc3)CC2)n1	.	0	-2	-4	0.5	-5	-5	-2.9	103	0
COc1cc(OC)c2c(-c3ccccc3)cc(C3CCCCC3)nc2c1	-1	-6	-1	-1	0.8	-6	.	0.3	100	-5
COc1ccc(Cl)cc1NC(=O)Cn1c(C)csc1=O	.	-14	-3	34	-1.4	2	-2	2.5	103	3
CCOc1ccc(OCCNCc2ccc(OC(C)C(=O)N(C)C)c(OCC)c2)cc1 (centres undefined)	-5	-5	-1	-12	0.7	-6	1	-2.1	100	1
CC[C@@H](C)[C@H](NC(=O)Cc1c(C)c2c(cc(C)c3c(C)c(C)oc32)oc1=O)C(=O)O	-1	-9	-4	0	-5.3	0	0	0.6	104	4
CCOc1cc(C2NC(=O)NC(C)=C2C(=O)NCc2ccccc2)c(Cl)cc1O (centres undefined)	-4	-3	5	7	0.9	1	-10	-0.8	98	1
COc1cc2c(cc1OC)C(c1cccc([N+](=O)[O-])c1)NC(=O)C2 (centres undefined)	.	-2	1	15	0.7	1	-1	1.1	98	2
CCCN(CCC)CCCNC(=S)Nc1ccc2nc(N3CCN(C)CC3)cc(C)c2c1	-1	-15	6	-7	0.5	1	35	-1.5	105	0
COc1ccccc1C1NC(=O)CS1 (centres undefined)	.	-9	-1	-1	-0.2	3	0	-2.0	109	0
COc1ccccc1NS(=O)(=O)c1cccc(C(=O)OCC(=O)Nc2cc(C)on2)c1	-1	-3	2	-8	-1.5	-4	1	0.8	104	-1
Cc1ccc(S(=O)(=O)N=C2SCCCS2)cc1	-7	-12	3	-12	0.0	-4	0	-0.6	106	2
COc1ccc(NC(=O)CN2C(=O)C(C)SC(C)C2=O)cc1 (centres undefined)	1	-16	.	3	-1.9	-6	-1	-1.6	108	1
CCOC(=O)c1oc2ccc(S(=O)(=O)n3nc(-c4cc(OC)c(OC)c(OC)c4)cc3N)cc2c1C	.	5	-2	-7	-0.6	-9	.	-4.6	104	1
O=C(CCNC(=O)c1ccc(Cl)cc1)NC1CCCc2ccccc21 (centres undefined)	.	-15	-2	3	-2.9	-2	-2	-0.9	88	0
Cc1csc(=O)n1CC(=O)OCc1nnc(-c2ccc(Cl)cc2)o1	0	-12	7	46	-6.3	-2	-2	0.4	108	3
Cn1c(N)c(C(=O)COC(=O)CCC2CCCC2)c(=O)n(C)c1=O	0	-8	4	1	-1.2	-5	2	0.4	.	-2
Cc1cccc(-n2cnc(C(=O)NNC(=S)Nc3ccc(Cl)cc3)c2)n1	-4	-7	0	0	-1.7	-3	11	1.5	98	4
CCOc1cccc(-c2c(C(=O)N/N=C/c3sccc3C)nnn2-c2nonc2N)c1	-6	-8	4	11	-3.2	-6	-2	0.5	122	-5
CCc1nnc(NS(=O)(=O)c2ccc(NC(=O)/C=C/c3ccccc3Cl)cc2)s1	.	-3	5	15	-5.8	-2	23	-1.8	106	8
Cc1ccc(-c2csc3ncnc(NCCC(=O)O)c23)cc1C	-9	-5	3	-8	-6.1	3	-2	-1.0	95	-1
Cc1ccc2c(c1)C(=O)CC1(CCCCCC1)O2	-4	8	-2	.	0.0	1	.	1.4	100	-1
CCOc1cc2[nH]c(=O)n(CCC(=O)N3CCN(c4ccccc4OC)CC3)c(=O)c2cc1OCC	1	-28	-2	-1	-1.6	-2	-2	0.1	101	-2
NS(=O)(=O)c1ccc(CCNC(=O)c2cc(-c3ccco3)nc3ccccc23)cc1	-2	-2	2	7	-1.6	-1	1	-1.7	104	-1
CC1(C)Cc2noc(N)c2C(C)(C)N1OC(=O)c1ccco1	-3	11	-5	28	-2.0	-1	-6	-0.3	104	3
Oc1ccccc1C1N=C(c2ccccc2)NC(c2ccccc2)=N1	-4	-3	0	8	-1.1	0	0	-0.3	104	-2
CCc1ccc(OCC(=O)Nc2cccc3nsnc23)cc1	4	-7	-3	7	-1.2	4	-3	-6.9	106	-19
CCN=C(NCC)SC1CC(=O)N(c2cccc(OCC)c2)C1=O (centres undefined)	0	-29	-7	36	0.6	0	-1	0.5	109	-5
CC1(C(=O)N(CC(=O)NC2CCCC2)Cc2ccco2)CC(=O)N=C2C=CC=CN21 (centres undefined)	.	-6	1	1	-0.3	-3	0	1.0	101	-1
COc1ccc(C(C(=O)NCC2CCCO2)N(Cc2ccco2)C(=O)c2snc(C(N)=O)c2N)cc1OC (centres undefined)	0	-35	5	-5	-0.5	-3	31	-1.6	99	-2
CCOC(=O)N1CCN(C(=O)c2cnc(Nc3ccccc3OC)c3ccccc23)CC1	-2	-3	2	1	.	0	.	-0.5	111	-2
CC(NC(=O)COC(=O)c1ccc(CO)cc1)C1CC2CCC1C2 (centres undefined)	-4	-1	1	-1	-1.0	-3	-1	-0.2	108	2
C=CCn1c(C)csc1=Nc1ccc(C(=O)O)cc1	1	-6	0	12	0.0	0	1	-0.3	113	1
COc1c(F)c(F)c(C(=O)Nc2ccc(-c3nc4ccccc4[nH]3)cc2)c(F)c1F	-4	-14	4	1	0.5	-3	-3	1.4	89	-2
CC(=O)Nc1ccc2c(c1)C(=O)c1ccccc1C2=O	-2	3	11	-6	-0.9	-4	3	2.5	109	0
CCCCOC(=O)c1ccc(NC(=O)CSc2nncn2C)cc1	-6	-1	2	8	-2.0	-4	0	1.5	108	-1
CCOC(=O)c1cccc(OC(=O)CCNC(=O)c2ccc(Cl)cc2)c1	-5	-1	1	-2	-0.7	2	-4	0.5	111	-3
Cc1[nH]c(N)nc(=S)c1CCCNc1ccccc1	.	-1	3	0	0.1	-1	3	0.8	96	1
CC(=O)N1CCc2cc(S(=O)(=O)NC(C(=O)N3CCN(c4ccccc4F)CC3)C(C)C)ccc21 (centres undefined)	-2	-8	-1	-5	0.2	3	.	0.5	.	3
COc1ccc(NC(=S)N2CCN(C(=O)C3CCCO3)CC2)c(OC)c1 (centres undefined)	0	-5	-4	.	-2.6	-3	-1	0.0	103	-1
O=[N+]([O-])c1ccc(N2CCN(C(=S)NC3CCCCC3)CC2)cc1	-7	-2	-3	-7	-1.6	3	.	-0.6	111	1
CC(C)N1CCc2c(sc(NC(=O)C3CCCCC3)c2C(N)=O)C1	.	-5	2	3	-0.1	1	.	1.1	110	3
CC(=C\c1ccco1)/C=C1/SC(=S)N(CC(=O)O)C1=O	-1	8	-2	1	-2.8	-13	9	0.7	96	6
COc1cc(CC(=O)N/N=C/c2ccc([N+](=O)[O-])cc2)c([N+](=O)[O-])cc1OC	-4	1	0	37	-2.4	0	0	-0.9	93	2
COc1ccc(OC)c(S(=O)(=O)NC2CCSc3ccccc32)c1 (centres undefined)	-2	-40	3	2	-0.5	-7	-2	0.0	103	0
COC(=O)c1ccc(OCC(=O)NC(C)(C)C)cc1	.	-6	6	-1	-1.4	3	0	-1.9	.	2
O=C(NCCc1c[nH]c2ccccc12)C(=O)Nc1ccccc1	.	-1	1	18	0.8	6	.	-0.1	64*	-3

# 2 compounds from above, showing only NSD2 HMT inh, Arrestin-AP2 inh and Pemphigus Ab inh:
structure	NSD2 HMT inh	Arrestin-AP2 inh	Pemphigus Ab inh
CC(=O)Nc1ccc2c(c1)C(=O)c1ccccc1C2=O	3	-6	109
CCCCOC(=O)c1ccc(NC(=O)CSc2nncn2C)cc1	0	8	108

# More entries.
Molecule	CAL PDZ FP-1	RTF Ca sens inh	V-ATPase pH	Arrestin-AP2 inh	CAL PDZ FP-2	Keap1 Nrf2 FP	NSD2 HMT inh	C-LANA FP	Pemphigus Ab inh	DAGLB inh
O=C(CNC(=O)c1ccccn1)N=Nc1c(O)[nH]c2ccccc12	.	-6	-1	25	-1.4	2	10	-1.1	.	1
COc1ccccc1C(=O)N(Cc1sccc1C)C1CCS(=O)(=O)C1 (centres undefined)	-5	-2	9	7	-0.5	-1	3	0.7	96	-1
Cc1c(C(=O)c2ccc(Cl)cc2Cl)cnc2cc3c(cc12)OCO3	-3	-11	0	21	-1.6	2	2	0.1	99	-7
Nc1ccccc1C#CC(=O)c1ccccc1	-4	-6	-4	15	0.8	-4	.	2.1	100	-6
CCn1nnc(-c2ccccc2NC(=O)C(F)(F)F)n1	5	2	-1	1	-3.0	-1	1	1.3	104	-2
CCN1C(=O)[C@@H]2[C@@H](c3ccc(-c4ccccc4)cc3)N3CCCC[C@@]3(C(=O)OC)[C@@H]2C1=O	1	-18	-2	-1	-2.3	-24	.	-4.1	120	-5

# The list is partial, so the mix of outcomes need not match the whole.
